Screens as filed in PubChem BioAssay.
RORgamma inh: blocks mouse ROR gamma transcriptional activity. Drosophila S2 Gal4-RORgamma UAS-luciferase reporter, 20 h. Potency, µM (top dose mostly 53.6 µM), without a hit: at the top dose activity change, negative = inhibition, actives largely listed as inhibitors. 5.4% of 310,000 active. AID 2551; note: potency is the fitted concentration of half-maximal effect; % is set by controls: 0 for no effect and ±100 for the full control effect; nearly all actives have a fitted effect of over 60% in size
Target sequence (P51450 whole entry, looked up, the tested form may be a part): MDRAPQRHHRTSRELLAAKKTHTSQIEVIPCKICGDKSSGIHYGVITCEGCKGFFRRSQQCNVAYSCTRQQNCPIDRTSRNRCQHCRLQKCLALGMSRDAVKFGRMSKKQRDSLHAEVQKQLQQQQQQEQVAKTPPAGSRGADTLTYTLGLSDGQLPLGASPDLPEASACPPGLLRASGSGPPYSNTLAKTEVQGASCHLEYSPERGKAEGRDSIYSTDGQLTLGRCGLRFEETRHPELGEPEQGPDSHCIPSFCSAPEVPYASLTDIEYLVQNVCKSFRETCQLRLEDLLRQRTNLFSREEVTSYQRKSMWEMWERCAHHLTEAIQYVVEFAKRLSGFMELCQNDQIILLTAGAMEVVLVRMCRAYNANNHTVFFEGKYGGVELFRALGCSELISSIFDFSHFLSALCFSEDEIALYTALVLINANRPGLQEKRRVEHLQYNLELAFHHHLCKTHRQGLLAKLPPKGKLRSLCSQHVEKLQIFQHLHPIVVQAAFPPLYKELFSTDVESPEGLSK
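Luminescence from a UAS-regulated Photinus luciferase reporter in stably transfected Drosophila Schneider cells is measured; decreased signal marks ROR gamma inhibition. Fusion expression is induced by 700 uM copper sulfate for 20 hr.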
ELG1 DNA repair: inhibitors of ELG1-dependent DNA repair in HEK293T cells. HEK293T ELG1-luciferase reporter, luminescence, 16 h; DNA damage induced by 5-fluorouridine. Potency, µM (top dose mostly 46.1 µM), without a hit: at the top dose activity change, negative = inhibition, usual class: inhibitors. 2.3% of 330,000 active. AID 504467; note: potency is the fitted concentration of half-maximal effect; % is set by controls: 0 for no effect and ±100 for the full control effect; nearly all actives have a fitted effect of over 55% in size
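Quantitative HTS, concentration-response format. 2,000 cells/well co-treated with 5-fluorouridine and compound, 16 hr in 5% CO2 at 37 °C; ONE-Glo luminescence read after 30 min.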
NPC1 prom act: NPC1 promoter activation; Huh7 NPC1 promoter luciferase reporter, 24 h; Potency, µM (highest dose often 9.22 µM), for the others: top-dose activation, hits mostly activators; 2.4% of 320,000 active;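 note: potency is the fitted concentration of half-maximal effect; % of control where 0% means no effect; nearly all actives have a fitted effect of over 60% in size; reporter is driven by a mutant NPC1 promoter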
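NPC1 promoter–luciferase Huh7 cells; 24 h compound; luminescence.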
p53 reactivator: re-activators of mutant p53. 0.063% of 320,000 active. H1299 p53-A138V BP100-luciferase reporter, luminescence, 24 h. Potency, µM (series often up to 92.2 µM), for the others: at the highest dose activity change, positive = activation, usual class: activators. AID 504706; note: potency is the fitted concentration of half-maximal effect; % of control where 0% means no effect; nearly all actives have a fitted effect of over 45% in size
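p53-null H1299 cells stably carrying temperature-sensitive p53-A138V and a BP100-luciferase reporter were pinned with compounds (4-point, 1:5 series) and held 24 hrs at 37 deg C. Luminescence was read 10 min after detection reagent.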
Tb PFK inh: inhibitors of T. brucei phosphofructokinase; Potency, µM (doses to about 57.5 µM), for the others: at the highest dose activity, negative = inhibition, usual class: inhibitors; T. brucei PFK, ADP-Glo luminescence; 0.17% of 330,000 active; O15648;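 note: potency is the fitted concentration of half-maximal effect; 0% = uninhibited 1x PFK enzyme wells and -100% = no-enzyme wells; nearly all actives have a fitted effect of over 60% in size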
Target sequence (O15648 whole entry, looked up): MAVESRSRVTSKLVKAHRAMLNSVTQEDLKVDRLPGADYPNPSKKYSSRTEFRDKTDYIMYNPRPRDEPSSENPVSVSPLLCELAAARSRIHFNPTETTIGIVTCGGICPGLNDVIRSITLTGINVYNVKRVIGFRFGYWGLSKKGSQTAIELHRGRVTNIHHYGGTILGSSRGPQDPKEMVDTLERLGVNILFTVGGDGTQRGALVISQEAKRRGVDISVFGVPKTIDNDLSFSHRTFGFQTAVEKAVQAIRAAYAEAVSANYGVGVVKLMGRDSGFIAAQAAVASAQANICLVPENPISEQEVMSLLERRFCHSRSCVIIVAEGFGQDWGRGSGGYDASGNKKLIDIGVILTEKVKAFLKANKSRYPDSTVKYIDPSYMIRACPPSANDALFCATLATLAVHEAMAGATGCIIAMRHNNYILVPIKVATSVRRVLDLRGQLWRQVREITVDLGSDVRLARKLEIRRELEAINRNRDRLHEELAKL
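Activity is normalized to no-enzyme wells (full inhibition) and 1.25 nM enzyme wells (no inhibition). Reaction: 0.5 mM F6P, 0.1 mM ATP, 45 min RT, ADP-Glo luminescence; concentration-response curves fitted and classed by quality.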
BRCA1 expr act: BRCA1 expression activation | AID 624202 | 1.1% of 380,000 active | Potency, µM (series often up to 46.1 µM), inactives show at the highest dose activation, most hits filed as activators | MCF7-BRCA1-FFLuc reporter, luminescence, 48 h; response scale: scaled: vehicle 0%, 10 µM genistein 100%; note: potency is the fitted concentration of half-maximal effect; nearly all actives have a fitted effect of over 80% in size; some results filed as inactive show a strong effect at the top dose
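MCF7-BRCA1-FFLuc cells, 2000/well in phenol-red-free MEM, attached 2 h then treated 48 h at 37 C. Luciferase luminescence read 15 min after reagent; normalized to genistein maximum activation (10microM) and DMSO, concentration-response fitted.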
ELG1 genotoxic: genotoxicity induction in ELG1-luciferase HEK293T cells. Potency, µM (series often up to 46 µM), without a hit: at the top dose activity change, positive = activation, hits mostly activators. HEK293T ELG1-luciferase reporter, luminescence, 16 h. 1.3% of 330,000 active; note: potency is the fitted concentration of half-maximal effect; % of control where 0% means no effect; nearly all actives have a fitted effect of over 60% in size
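ELG1-luciferase HEK293T cells, 2,000/well; compound pinned in; 16 hr, 37 °C, 5% CO2; ONE-Glo, 30 min RT; luminescence on CCD imager.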
FLuc counter: inhibits or activates purified firefly luciferase, miR-21 counter-screen; P08659; purified FLuc, Km substrates, luminescence inhibition; Potency, µM (top dose mostly 57.5 µM), inactives show at the top dose activity change, negative = inhibition, most hits filed as inhibitors; 6.9% of 360,000 active;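 note: potency is the fitted concentration of half-maximal effect; plate controls were vehicle for no effect and reference inhibitor for full effect; nearly all actives have a fitted effect of over 55% in size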
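Biochemical qHTS of compounds, final roughly 60 µM downward over six points, against 10 nM purified firefly luciferase using Km concentrations of substrates (10 uM D-luciferin, 10 uM ATP) in Tris acetate pH 7.5 buffer; luminescence output.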
Rab9 prom act: activators of Rab9 promoter. AID 485297. 2.8% of 320,000 active. Potency, µM (doses to about 9.22 µM), for inactives: at the top dose activation, negative = inhibition, most hits filed as activators. Huh7 Rab9 promoter-luciferase reporter, luminescence, 24 h; note: potency is the fitted concentration of half-maximal effect; % of control where 0% means no effect; nearly all actives have a fitted effect of over 60% in size
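Luminescence read-out: Huh7 cells stably expressing Rab9-luciferase, treated 24 h with compound at 37 °C, then lysed with luciferase reagent for 10 min at ambient before reading.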
TRPV1 agonist: activates the human vanilloid receptor TRPV1 | TRPV1-expressing cells, Fluo-8 calcium influx, agonist mode | Q8NER1 | activation, % at 8.33 µM | AID 540275 | 0.19% of 320,000 active; in the data active = activation above about 80%; inconclusive = between about 30% and that limit; note: 0% is about no effect
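TRPV1-expressing cells were cultured overnight at 35.5C and loaded with Fluo-8 calcium dye for 40 to 90 min at room temperature. After a 10 s baseline, compound was added and calcium influx was read kinetically for 3 min (ex 480/em 520 nm).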
Gal4-VP16 FLuc: inhibits Gal4-VP16 luciferase reporter, ROR gamma counter-screen; Drosophila S2 Gal4-VP16 UAS-luciferase, luminescence, 20 h; Potency, µM (series often up to 53.6 µM), for inactives: at the highest dose activity, negative = inhibition, hits mostly inhibitors; 3.5% of 310,000 active;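 note: Gal4-VP16 expression switched on by copper sulfate through the metallothionein promoter; potency is the fitted concentration of half-maximal effect; % is set by controls: 0 for no effect and ±100 for the full control effect; nearly all actives have a fitted effect of over 50% in size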
Active calls of the source: *; ? = inconclusive; . = not tested or not shown; & = joins results of further samples; [ ] = another dose, or the depositor's remark. Unless noted, calls come from the whole dose curve; as a rule, active = well fitted curve in the direction sought with a large enough effect; inconclusive = small, poorly fitted or top-dose-only effect, or another doubt; inactive = no such curve, though single readings can be large; an effect the other way counts as inactive or inconclusive.

SMILES	RORgamma inh	ELG1 DNA repair	NPC1 prom act	p53 reactivator	Tb PFK inh	BRCA1 expr act	ELG1 genotoxic	FLuc counter	Rab9 prom act	TRPV1 agonist	Gal4-VP16 FLuc
O=C(CSc1nc2ccccc2[nH]1)N=Nc1c(O)[nH]c2ccccc12	?	25%	11%	2%	0%	-13%	5%	?	9%	5	-11%
Cc1cc(C)cc(N(CC(=O)NC2CCCC2)C(=O)c2csnn2)c1	-24%	7%	-2%	7%	-1%	-1%	0%	3%	-1%	1	3%
O=C(CN(CCc1ccccc1)S(=O)(=O)c1ccc(Cl)cc1)N/N=C/c1ccc2c(c1)OCO2	-33%	-9%	1%	-1%	0%	-36%	0%	-2%	-3%	1	-26%
COc1cc(O)c(C(CCN2CCCC(C)C2)c2ccc(N(C)C)cc2)c(OC)c1 (stereo not given)	-5%&19%	0%	-2%	3%	0%	-25%	-8%	-1%	1%	-1	-13%&-2%
C=CCNC(=O)NC(=S)c1ccccc1	13µM*	?	29%	14%	-12%	39%	5%	-19%	0%	11	?
CCOC(=O)c1ccc(NC(=O)c2cc(OC)c(OC)c(OC)c2Br)cc1	32%	-24%	-4%	-5%	1%	9%	-8%	0%	-10%	0	-5%
COC(=O)C1=NN(c2ccc(Cl)cc2)C2C(=O)N(c3ccccc3OC)C(=O)C12 (stereo not given)	-7%[10 µM]	0%	-2%	0%	0%	-1%	1%	?	0%	1	-7%
O=S(=O)(c1ccc(Cl)cc1)N1CCC(c2nc3ccccc3[nH]2)CC1	-11%	-17%	-3%	1%	1%	-46%	-8%	3%	2%	7	-14%
COc1ccccc1C(=O)NC(=O)COC(=O)C1(C)CC1(Cl)Cl (stereo not given)	.	5%	1%	1%	-1%	-5%	-1%	?	-7%	4	.
CC1(C)C(=O)Nc2ccccc2N1C(=O)CN1C(=O)NC(CCc2ccccc2)C1=O (stereo not given)	1%	-7%	-1%	0%	-3%	-6%	-6%	-3%	12%	-1	11%
Oc1ccc(C2C=C(c3ccc(F)cc3)Nc3ncnn32)cc1 (stereo not given)	6%	9%	-1%	5%	-1%	9%	7%	-6%	-7%	14	-3%
O=C(COC(=O)c1cc(=O)[nH]c(=O)[nH]1)Nc1cccc(Cl)c1	.	14%	.	3%	0%	11%	0%	.	.	.	.
Cc1cc(C(=O)CN2C(=O)C(=O)N(C3CCCC3)C2=O)c(C)n1CCc1ccccc1	.	-4%	5%	3%	-5%	-33%	-5%	2%	1%	4	.
COc1cc(C=O)ccc1Oc1cnccn1	-15%	12%	-5%	10%	-2%	-16%	1%	1%	-1%	-1	-14%[10 µM]
CCOC(=O)C1CCN(C(=O)c2ccc3snnc3c2)CC1	1%	?	-1%	-10%	-4%	1%	0%	-2%	-3%	3	-1%
COc1ccc(-n2c(=O)c3ccccc3n(Cc3cccc(C)c3)c2=O)cc1OC	-5%	-28%	-1%	0%	1%	-23%	-4%	-2%	2%	-6	-8%
Fc1ccc(F)c(CN2CCN(c3ncccn3)CC2)c1	10%	-2%	-2%	5%	8%	12%	-2%	3%	-7%	-2	4%
CC1SC(=NC(=O)c2ccco2)NC1=O (stereo not given)	-1%	6%	-3%	-4%	-2%	8%	0%	-2%	-2%	1	-5%
COc1ccc(/C(N)=N/OC(=O)c2ccc(C)c([N+](=O)[O-])c2)cc1	14%	?	20%	29%	2%	66%	?	19µM*	21%	0	-6%
Cc1cccc(C)c1NC(=O)CSc1nnc(-c2ccccc2)n1Cc1ccc2c(c1)OCO2	2%	?	1%	0%	-7%	-22%	-5%	-5%	-4%	2	-2%
Cn1c(Nc2ccc(Cl)cc2)cc(=O)n(C)c1=O	-5%[1.91 µM]	-3%	-3%	.	-1%	-26%	-1%	4%&-1%	5%	0	1%
FC(F)(F)c1ccc(NCCc2ccccc2)nc1	45%	6%	0%	0%	1%	20%	1%	?	0%	15	11%
COc1ccc(/C=N/Nc2nnc(-c3ccccc3)c(=O)[nH]2)cc1	-29%	?	9%	-9%	1%	-17%	13%	-1%	14%	-1	-5%
CCOC(=O)c1c(C)n2c3c(cc(C)cc13)CCC2	4%	-4%	-3%	-2%	4%	-1%	-14%	-6%	-1%	16	-16%
O=C(CSc1nnc(-c2c[nH]c3ccccc23)o1)N1CCCCC1	-5%	?	26%	?	0%	?	?	?	26%	4	-7%
O=C(CNc1ccccc1N1CCCC1=O)Nc1cc(C(F)(F)F)ccc1-n1cncn1	.	14%	3%	-5%	-3%	-2%	0%	-2%	2%	-2	.
CCn1cc(Br)c(C(=O)Nc2ccc(OC)cc2)n1	2%	?	?	27%	-12%	84%	?	15µM*	29%	23	11%
CCN(CC(=O)NCc1ccc(Cl)cc1)C(=O)c1ccc(C#N)cc1	7%	0%	1%	-4%	0%	-3%	-2%	-1%	-1%	0	4%
Cc1ccc(-c2csc3ncnc(NCCC(=O)O)c23)cc1C	25%	-8%	0%	.	1%	14%	0%	-3%	-2%	2	-4%
N#Cc1c(-c2ccccc2)[nH]c(=O)[nH]c1=O	27%	10%	-5%	-1%	-20%	13%	-1%	0%	9%	-2	7%
O=C1CCC(=O)N1OCCCOc1ccccc1	5%	0%	1%	0%	6%	-3%[1.84 µM]	-1%	-2%	1%	9	11%
COc1ccc2nc(SCC(=O)NCc3ccc(S(N)(=O)=O)cc3)[nH]c2c1	0%	7%	0%	5%	0%	-3%	0%	4%	-4%	2	1%
Cc1ccccc1CSc1nnc2ccc(-c3ccncc3)nn12	-11%	-15%	0%	-6%	-2%	13%	1%	-1%	4%	8	-3%
C=CC[C@@H](CC(=O)N(CCO)Cc1ccccc1)C(=O)N[C@@H](COC(=O)[C@@H](CC=C)Cc1ccc(F)cc1)Cc1c[nH]c2ccccc12	.	18µM*	.	6%	-3%	-44%	-15%	.	.	.	.
CN1CCC(NC(=O)c2cc(-c3cccc(Br)c3)nc3ccccc23)CC1	?	3%	-2%	-8%	2%	-47%	?	1%	0%	6	-8%
COc1ccc(S(=O)(=O)N(C(C)=O)c2ccc(OC(C)=O)c3ccccc23)cc1[N+](=O)[O-]	?	15µM*	-1%	-34%[inhibitor]	-1%	-87%	-14%	0%	-3%	2	?
Cc1ccccc1NC(=O)CCCSc1nc2ccccc2s1	13µM*	16%	0%	24%	-5%	-34%	2%	?	0%	?	2.5µM*
C/C(=N\NC(=O)c1ccoc1C)c1ccc(Cl)s1	11µM*	?	14%	16%	1%	51%	17%	?	14%	30	10µM*
CC(C)(C)N1NC2(CCCCC2)NC1=S	20%	-8%	-3%	-2%	3%	-25%	-3%	1%	0%	-2	-2%
Cc1cccc(NC(=S)N2CCCC2)c1	-20%	0%	-5%	8%	-1%	32%	2%	0%	3%	0	-1%
CS(=O)(=O)N1N=C(c2cccs2)CC1c1ccccc1F (stereo not given)	6%	5%	-1%	1%	1%	2%	-2%	-2%	-7%	2	-19%

8 structures out of the list, sorted by SMILES length, high to low:
SMILES	RORgamma inh	ELG1 DNA repair	NPC1 prom act	p53 reactivator	Tb PFK inh	BRCA1 expr act	ELG1 genotoxic	FLuc counter	Rab9 prom act	TRPV1 agonist	Gal4-VP16 FLuc
C=CC[C@@H](CC(=O)N(CCO)Cc1ccccc1)C(=O)N[C@@H](COC(=O)[C@@H](CC=C)Cc1ccc(F)cc1)Cc1c[nH]c2ccccc12	.	18µM*	.	6%	-3%	-44%	-15%	.	.	.	.
COc1ccc(S(=O)(=O)N(C(C)=O)c2ccc(OC(C)=O)c3ccccc23)cc1[N+](=O)[O-]	?	15µM*	-1%	-34%[inhibitor]	-1%	-87%	-14%	0%	-3%	2	?
COc1ccc2nc(SCC(=O)NCc3ccc(S(N)(=O)=O)cc3)[nH]c2c1	0%	7%	0%	5%	0%	-3%	0%	4%	-4%	2	1%
CN1CCC(NC(=O)c2cc(-c3cccc(Br)c3)nc3ccccc23)CC1	?	3%	-2%	-8%	2%	-47%	?	1%	0%	6	-8%
CS(=O)(=O)N1N=C(c2cccs2)CC1c1ccccc1F (stereo not given)	6%	5%	-1%	1%	1%	2%	-2%	-2%	-7%	2	-19%
C/C(=N\NC(=O)c1ccoc1C)c1ccc(Cl)s1	11µM*	?	14%	16%	1%	51%	17%	?	14%	30	10µM*
O=C1CCC(=O)N1OCCCOc1ccccc1	5%	0%	1%	0%	6%	-3%[1.84 µM]	-1%	-2%	1%	9	11%
Cc1cccc(NC(=S)N2CCCC2)c1	-20%	0%	-5%	8%	-1%	32%	2%	0%	3%	0	-1%
